LYPLA2 inh = LYPLA2 inhibitors, primary screen, counter-screen for PME1 inhibitor project, biochemical, fluorescence polarization, FP-Rh probe ABPP. recombinant LYPLA2. Acyl-protein thioesterase 2 (Homo sapiens), O95372. inhibition, % at 5.9 µM. 0.38% of 320,000 active;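 active means inhibition above the screen-wide mean plus 3 SD, limit set per campaign, cut at about 26% in these data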;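 further: 0% = LYPLA2 with DMSO and 100% = wells lacking LYPLA2 enzyme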
Target sequence (O95372 whole entry, looked up): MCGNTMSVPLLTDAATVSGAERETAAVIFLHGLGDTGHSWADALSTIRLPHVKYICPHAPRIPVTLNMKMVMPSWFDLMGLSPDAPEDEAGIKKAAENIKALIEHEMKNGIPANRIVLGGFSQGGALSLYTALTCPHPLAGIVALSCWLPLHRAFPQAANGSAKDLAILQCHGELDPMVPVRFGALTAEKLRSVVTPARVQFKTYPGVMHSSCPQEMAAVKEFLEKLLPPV
PAFAH1B2 FP inh = PAFAH1B2 enzyme inhibitors, primary screen, biochemical, fluorescence polarization, human | Platelet-activating factor acetylhydrolase IB subunit alpha2 (Homo sapiens), P68402 | recombinant PAFAH1B2, FP-rhodamine activity probe | inhibition, % at 3.39 µM | 1.2% of 340,000 active | AID 492953, 2010;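 active means inhibition above the mean of all tested compounds plus 3 SD, cut at about 24% in these data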;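 further: 0% = enzyme with DMSO and 100% = wells lacking PAFAH1B2; many of its hits are not listed in these tables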
Target sequence (P68402 whole entry, looked up): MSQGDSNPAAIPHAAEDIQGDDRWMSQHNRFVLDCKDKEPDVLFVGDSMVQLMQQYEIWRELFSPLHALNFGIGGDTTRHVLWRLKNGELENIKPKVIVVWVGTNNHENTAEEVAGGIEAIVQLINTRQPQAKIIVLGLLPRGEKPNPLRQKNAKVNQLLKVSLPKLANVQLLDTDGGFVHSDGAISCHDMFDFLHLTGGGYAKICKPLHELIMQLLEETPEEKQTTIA
pPAFAH FP inh = pPAFAH enzyme inhibitors, primary screen, biochemical, fluorescence polarization, human. AID 463082, 2010. inhibition, % at 3.39 µM. recombinant pPAFAH, FP-rhodamine probe fluorescence polarization. Platelet-activating factor acetylhydrolase (Homo sapiens), Q13093. 1.5% of 330,000 active;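 active means inhibition above the mean inhibition across the screen plus 3 SD, cut at about 25% in these data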;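 further: inhibitors block binding of the rhodamine activity-based probe so polarization drops; 0% = enzyme with DMSO and 100% = wells lacking pPAFAH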
PAFAH2 FP inh = PAFAH2 enzyme inhibitors, primary screen, biochemical, fluorescence polarization, human | Platelet-activating factor acetylhydrolase 2, cytoplasmic (Homo sapiens), Q99487 | recombinant PAFAH2, FP-rhodamine activity probe | inhibition, % at 3.39 µM | 0.99% of 340,000 active;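 active means inhibition above the mean over all tested compounds plus 3 SD, cut at about 30% in these data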;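 further: inhibitors block probe labeling of enzyme so polarization drops; 0% = enzyme with DMSO and 100% = wells lacking PAFAH2 protein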
PAD4 FP inh = human PAD4 inhibitors, primary screen, biochemical, fluorescence polarization, 1536-well format; inhibition, % at 6.36 µM; recombinant PAD4, RCA probe fluorescence polarization; Protein-arginine deiminase type-4 (Homo sapiens), Q9UM07; 0.41% of 330,000 active;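 active means percent inhibition above a cutoff equal to the mean of all tested compounds plus 3 SD, cut at about 15% in these data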;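 further: 0% = PAD4 with RCA probe and DMSO and 100% = probe without PAD4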
GSTO1 counter = inhibitors of recombinant GSTO1, primary screen, counter-screen for RBBP9 inhibitor project, biochemical, fluorescence polarization; Glutathione S-transferase omega-1 (Homo sapiens), P78417; activity-based probe fluorescence polarization; inhibition, % at 5.96 µM; 1.1% of 300,000 active;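 active means inhibition above the campaign mean inhibition plus 3 SD, cut at about 35% in these data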;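 further: 0% = GSTO1-1 with DMSO and 100% = wells lacking GSTO1-1 enzyme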
PAFAH1B3 inh = PAFAH1B3 enzyme inhibitors, primary screen, biochemical, fluorescence polarization, human; AID 492972, 2010; recombinant PAFAH1B3, FP-rhodamine probe; 0.28% of 340,000 active; inhibition, % at 3.39 µM; Platelet-activating factor acetylhydrolase IB subunit alpha1 (Homo sapiens), Q15102;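 active means inhibition above the screen-wide average of all tested compounds plus 3 SD, cut at about 25% in these data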;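 further: 0% = enzyme with DMSO only and 100% = wells lacking PAFAH1B3 protein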
PME-1 primary = PME-1 inhibitors via competitive probe labeling, primary screen, biochemical, fluorescence polarization, FP-Rh probe, HTS; AID 2130, 2009; inhibition, % at 5.9 µM; recombinant PME-1; 0.53% of 320,000 active; Protein phosphatase methylesterase 1 (Homo sapiens), Q9Y570;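 active means inhibition above the campaign mean of all compounds plus 3 SD, cut at about 26% in these data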;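 further: competitive labeling of PME-1 active site by serine hydrolase directed probe; 0% = PME-1 with DMSO and 100% = wells lacking PME-1 enzyme; inhibitors block probe labeling so polarization falls and inhibition rises; many of its hits are not listed in these tables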
Target sequence (Q9Y570 whole entry, looked up): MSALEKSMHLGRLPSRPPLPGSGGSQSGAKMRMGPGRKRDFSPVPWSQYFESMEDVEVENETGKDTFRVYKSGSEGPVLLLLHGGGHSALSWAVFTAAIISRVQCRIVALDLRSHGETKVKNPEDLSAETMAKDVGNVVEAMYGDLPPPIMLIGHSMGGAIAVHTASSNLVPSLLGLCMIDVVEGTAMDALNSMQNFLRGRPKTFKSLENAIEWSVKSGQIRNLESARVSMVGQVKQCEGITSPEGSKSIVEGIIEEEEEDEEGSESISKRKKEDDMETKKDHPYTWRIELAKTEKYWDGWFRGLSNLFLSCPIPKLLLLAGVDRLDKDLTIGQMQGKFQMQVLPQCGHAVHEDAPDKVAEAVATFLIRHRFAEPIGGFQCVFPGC
LYPLA1 counter = LYPLA1 inhibitors, primary screen, counter-screen for PME1 inhibitor project, biochemical, fluorescence polarization, FP-Rh probe ABPP | recombinant LYPLA1 | inhibition, % at 5.9 µM | 0.16% of 320,000 active;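 active means inhibition above the mean of all tested compounds plus 3 SD, set per campaign, cut at about 14% in these data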;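 further: inhibitors block serine hydrolase probe labeling of LYPLA1 so polarization falls; 0% = enzyme with DMSO and 100% = wells lacking LYPLA1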
Target sequence (O75608 whole entry, looked up): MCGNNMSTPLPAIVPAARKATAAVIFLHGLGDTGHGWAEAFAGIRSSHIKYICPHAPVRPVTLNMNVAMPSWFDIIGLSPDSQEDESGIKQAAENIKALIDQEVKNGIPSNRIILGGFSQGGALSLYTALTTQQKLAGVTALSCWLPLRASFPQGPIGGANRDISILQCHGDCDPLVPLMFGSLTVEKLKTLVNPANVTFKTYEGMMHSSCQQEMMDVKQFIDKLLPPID
* marks the source's active call; other numbers are inactive results; . = no result given. This is a subset (hit frequency here may not be typical).

SMILES	LYPLA2 inh	PAFAH1B2 FP inh	pPAFAH FP inh	PAFAH2 FP inh	PAD4 FP inh	GSTO1 counter	PAFAH1B3 inh	PME-1 primary	LYPLA1 counter
COc1cc(NC(=O)C2CCN(S(=O)(=O)c3ccc(Cl)cc3)CC2)ccc1-n1cnnn1	0	19	-2	1	-6	-1	0	14	-6
COc1ccc(CNC(=O)c2ccc3c(c2)NC(=O)C(C)S3)cc1 (stereo not given)	-1	2	-1	0	-3	4	9	-6	-6
COc1ccc(C)cc1NC(=O)CSc1nnc(-c2cc(C)[nH]n2)n1N	6	-3	5	-1	1	1	1	5	-3
COc1cc(C2=NOC(C(=O)NC3CCCCC3)C2)cc(OC)c1OC (stereo not given)	-4	4	-2	-3	-3	0	-4	1	2
Cc1ccc(NC(=O)CSc2ccc(-c3ccccn3)nn2)c(C)c1	-2	6	-1	9	-3	-2	5	1	-1
COc1ccc(-c2cc(C(F)(F)F)nc(NC3CCCC3)n2)cc1OC	-3	0	11	1	0	-6	-3	12	1
Cc1ccc(C(=O)COC(=O)CCC(=O)Nc2cccc(Cl)c2)cc1[N+](=O)[O-]	0	0	5	1	2	5	-2	3	1
Cc1c(C(=O)CN2CCOCC2)[nH]c2ccccc12	3	2	3	-2	0	1	11	1	-4
O=[N+]([O-])c1cc(-c2ccc(/C=N\n3cnnc3)o2)cc([N+](=O)[O-])c1	10	1	27*	3	-2	22	5	3	1
Cc1cc(Br)cc(Cl)c1OC(=O)c1ccncc1	2	5	-3	7	-3	0	-6	-3	-2
CC(C)OCCCn1c(=O)c2ccccc2n2c(CCC(=O)N3CCN(c4ccccn4)CC3)nnc12	1	2	7	0	2	-3	8	-2	5
COCCN(C(=O)COC(=O)CCCOc1ccc(OC)cc1)c1c(N)n(Cc2ccccc2)c(=O)[nH]c1=O	0	1	1	-3	5	5	1	1	1
CC(C)(C)C(=O)N1CCN(c2c(Cl)cccc2[N+](=O)[O-])CC1	5	5	1	2	-6	-4	-1	1	0
Cc1ccc(-c2ccc(=O)n(CC(=O)NCCN(C)C)n2)cc1	3	8	5	2	0	4	10	4	2
Cn1c(=O)n(CC(=O)O)c(=O)c2c1nc1n2CCCN1CCc1ccccc1	5	6	5	-1	3	6	6	0	-1
CCc1nnc(N/N=C/c2ccc(N3CCC(C)CC3)c([N+](=O)[O-])c2)n1N	5	6	11	1	29*	18	7	5	-3
CC(=O)Nc1ccc(-n2c(=O)c3ccccc3c3ccccc3c2=O)cc1	-2	3	5	-3	1	6	-3	6	-2
CCOC(=O)c1cnc2c(ccc3ccccc32)c1NCCCN(C)C	-3	2	6	3	4	0	9	5	-2
CCCC(C(=O)NC1CCCC1)N(CC1CCCO1)C(=O)CNS(=O)(=O)c1ccccc1 (stereo not given)	-1	-1	3	2	2	2	3	5	-1
Cc1cccc(NC(=S)NC2CC3CCC(C2)N3Cc2ccco2)c1 (stereo not given)	3	-5	0	-2	0	3	1	2	2
CN1C2=NCCN2C(=O)c2ccccc21	-1	-4	-2	12	2	2	7	-1	0
COC(=O)CSc1nccc(-c2ccc(F)cc2)c1C#N	6	3	21	-4	4	2	3	2	1
O=C(CN1CC(c2ccccc2)CC1=O)OCc1cccc(Br)c1 (stereo not given)	0	2	6	-3	-3	-1	-6	4	1
O=S(=O)(c1cccc2nsnc12)N1CCN(c2ccc(F)cc2)CC1	-1	5	6	6	1	7	-1	4	0
CC(C)CC(=O)N1CCN(Cc2ccccc2Cl)CC1	0	4	-5	0	0	6	6	-8	0

Next compounds.
SMILES	LYPLA2 inh	PAFAH1B2 FP inh	pPAFAH FP inh	PAFAH2 FP inh	PAD4 FP inh	GSTO1 counter	PAFAH1B3 inh	PME-1 primary	LYPLA1 counter
CCC(C)[C@H](NC(=O)c1cc2cc(Cl)ccc2n1C)C(=O)N1CCC[C@H]1C(=O)O (stereo not given in full)	4	4	5	2	4	-5	11	-5	1
O=C(N/N=C/c1ccccn1)c1ccc(NC(=O)c2ccc(F)cc2)cc1	0	1	-3	6	-1	-3	8	7	-6
Cc1ccccc1CC(=O)N1CCCC(CNC(=O)c2ccc(F)cc2)C1 (stereo not given)	-5	1	3	8	-2	-1	9	2	-5
CCc1ccccc1NC(=O)CSc1nc2n[nH]c(C)c2c(=N)n1-c1cccc(OC)c1	-11	-4	3	7	-2	11	-13	21	-8
CC(=O)c1c(C)[nH]c(C(=O)OCc2nnc(-c3ccc([N+](=O)[O-])cc3)o2)c1C	.	3	16	16	4	.	-2	.	.
CCOC(=O)Cc1csc(SC(C)C(=O)NCC(=O)Nc2ccc(F)c(F)c2F)n1 (stereo not given)	3	-2	-3	1	-2	1	9	1	4
CCCC(=O)Nc1ccc(C(=O)NN2C(=O)c3ccccc3C2=O)cc1	5	8	-2	-7	-2	2	4	1	-3
OCCC1CN(Cc2ccon2)CCN1Cc1ccccc1 (stereo not given)	2	3	1	0	-2	-1	3	1	-3
O=C(NCCS(=O)(=O)N1CCN(c2ccccc2F)CC1)C1CC(=O)N(c2ccccc2)C1 (stereo not given)	0	5	-2	4	0	-5	2	1	-3
CCc1cc2cc(C(=O)Nc3ccccc3F)sc2s1	-12	8	-2	1	2	0	4	-17	-5
Cc1ccc(Nc2nc(N)c(C#N)c(CC#N)c2C#N)cc1	-5	-2	4	7	-4	9	0	-6	-5
COc1ccc(Oc2c(C)nc(SCC(=O)c3ccc(Cl)cc3)[nH]c2=O)cc1	-3	22	4	9	0	-5	2	2	5
COc1cc([C@H]2c3c(cc(OC)c(O)c3OC)C[C@@H](CO)[C@@H]2CO[C@@H]2O[C@H](CO)[C@@H](O)[C@H](O)[C@H]2O)cc(OC)c1O	0	3	-4	-1	-1	5	8	-5	1
COc1ccccc1CNC(=O)c1cc(C)nn1-c1ccccc1	4	5	10	3	-3	3	-1	-5	3
COc1ccc(N(CC(=O)Nc2ccccc2C(=O)N2CCCC2)S(C)(=O)=O)cc1	4	4	-1	2	-2	5	2	2	3
CC(C)C(NC(=O)c1ccc(C(C)(C)C)cc1)C(=O)NCC1(N(C)C)CCCCC1 (stereo not given)	-6	7	7	-17	2	2	8	-2	-2
COc1cc(OC)cc(C(=O)Nc2cccc(-c3ccc(N4CCOCC4)nn3)c2)c1	-4	-3	3	8	-4	-2	2	0	-3
CCN(CC)S(=O)(=O)c1ccc2c(c1)nc(CCC(=O)Nc1ccc3c(c1)OCO3)n2CC	1	3	6	6	1	-1	2	25	-1
COc1ccc(S(=O)(=O)Nc2ccccc2C(=O)NC(C)(C)C)cc1OC	1	7	2	2	3	2	-2	0	2
CCOc1ccc(CCNC(=O)c2nnn(CC(=O)Nc3ccc(OC)cc3)c2N)cc1OCC	-2	0	4	4	-4	-3	3	-1	-2
Cc1ccc(C)c(OCCC(=O)NNC(=O)c2cc(C)oc2C)c1	-2	0	0	11	-4	.	5	-5	3
CCOC(=O)CCSc1nc(C(C)(C)C)cc(C(F)(F)F)c1C#N	-6	6	2	0	-5	2	-1	11	-4
COc1ccc(OC)c(NC(=O)Nc2cc(NC(=O)Nc3cc(OC)ccc3OC)c(C)nc2C)c1	-8	6	17	-27	1	-1	6	4	-14
O=C(COC(=O)c1cn(-c2ccccc2)nc1-c1ccccc1)Nc1ncc(Cl)cc1Cl	-2	0	7	2	8	-1	2	6	-6
Cc1ccccc1OC(C)C(=O)Nc1ccc2c(c1)OCCO2 (stereo not given)	7	-5	3	1	-1	1	6	-3	-1

The list continues:
SMILES	LYPLA2 inh	PAFAH1B2 FP inh	pPAFAH FP inh	PAFAH2 FP inh	PAD4 FP inh	GSTO1 counter	PAFAH1B3 inh	PME-1 primary	LYPLA1 counter
CCCCOC(=O)c1ccc(NC(=O)c2ccccc2OC)cc1	-21	-6	-2	-7	-5	-1	-5	-38	-11
Cn1cc(C(=O)N/N=C/C(Br)=C/c2ccccc2)ccc1=O	-1	4	-3	6	-1	4	2	-2	2
CC1CC(C)(C)NC(=S)N1CCCC(=O)NCc1ccccc1 (stereo not given)	6	0	6	-1	-4	-2	5	5	3
Nc1ncnc2c1ncn2[C@@H]1O[C@H](CNC(=O)[C@@H]2C[C@H](F)CN2)[C@@H](O)[C@H]1O	.	0	-2	-9	0	.	8	.	.
NC(=O)c1ccc(NC(=O)c2cnc3ccccc3n2)cc1	-2	-3	6	7	5	4	9	-1	2
CC(=O)NCCc1ccc(C(=O)Cn2cnc3ccccc3c2=O)cc1	29*	6	3	2	-1	5	-6	-3	2
C=CCn1c(Cc2ccc(OC)cc2)nnc1SCC(N)=O	4	2	5	4	3	1	6	0	-1
COc1ccc(CC(=O)Nc2ccccc2C(C)=O)cc1S(=O)(=O)N1CCOCC1	2	0	-4	-3	-4	2	2	5	3
COc1ccc(Nc2nc(-c3ccccc3)nc3ccccc23)cc1	-15	3	10	4	-5	-6	16	18	-12
CCCOC(=O)c1sc2nc3c(cc2c1N)C(=O)CCC3	4	0	3	3	1	5	3	-1	-3
CSc1nc2ccc(NC(=O)NC(=O)c3c(F)cccc3F)cc2s1	6	1	-1	1	6	1	1	-2	0
Cc1cccc(/N=C/c2c(O)cc(C)oc2=O)n1	-2	4	7	5	-4	3	0	0	-6
O=C(Cn1cnc2ccccc2c1=O)NCC(=O)N1CCN(c2ccccn2)CC1	5	4	1	-5	-6	-1	8	-2	2
COc1ccc(NC(=O)C2CC(c3cc(OC)c(OC)c(OC)c3)=NO2)cc1OC (stereo not given)	9	3	3	-5	0	1	8	0	-1
O=S(=O)(c1ccc(Cl)cc1)N(CCCN1CCOCC1)Cc1cccs1	3	8	19	17	-5	-3	5	3	4
COc1ccc(CCN2C(=O)N(c3ccc(OC)cc3)C(=O)C2CC(=O)Nc2ccccc2)cc1 (stereo not given)	1	-1	6	-6	-4	3	-1	0	-2
O=C(c1ccccc1F)N1CCN(C2CCC(c3ccccc3)CC2)CC1 (stereo not given)	2	5	3	-2	6	13	5	5	0
CCCn1cc(NC(=O)c2cc3n(n2)C(C(F)(F)F)CC(c2ccccc2)N3)cn1 (stereo not given)	4	-2	11	-4	-2	-3	-13	1	1
O=C(CN1CCN(c2ccc(F)cc2)CC1)Nc1ccc(F)c(F)c1	4	2	4	2	-3	10	-2	-2	-1
CCN(CC)CCOC(=O)c1ccc(NC(=O)C2(c3ccccc3)CCCC2)cc1	-1	17	6	0	-1	3	1	-7	1
Cc1ccc(NC(=O)CN(C)C(=O)CNC(=O)c2sc3ccccc3c2Cl)cc1	-9	15	2	0	2	-2	8	-1	-3
Fc1cccc2sc(Nc3nc4cc5c(cc4s3)OCO5)nc12	3	3	8	-4	-2	1	4	72*	-7
NC(=O)C1CCN(C(=O)C2c3ccccc3C(=O)N3CCc4ccccc4C23)CC1 (stereo not given)	3	2	-2	7	-3	-8	3	-1	1

Assay outcomes (PubChem)
